# Compound activity (PubChem BioAssay)
# Pf Dd2 inh: inhibitors of Plasmodium falciparum Dd2 growth. 4.3% of 120,000 active. P. falciparum Dd2 growth, SYBR Green, 72 h. Potency, µM (series often up to 28.9 µM), inactives show at the top dose activity, negative = inhibition, actives largely listed as inhibitors; active = well fitted inhibition curve with a large enough effect; inconclusive = small, poorly fitted or top-dose-only effect; inactive = no such curve, though single readings can be large or run the other way;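 note: plate controls were DMSO vehicle for no effect and reference drug for full effect; nearly all actives have a fitted effect of over 65% in size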
#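 Readout: SYBR Green fluorescence, 485 nm excitation, 535 nm emission, after ~16 h lysis at 37C. Before that, Dd2-infected red cells (2.5% hematocrit) grew 72 h with compound, 29 uM top final concentration.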
# Active calls of the source: *; i = inactive; u = inconclusive; [ ] = remark or other dose. Potency is the fitted concentration of half-maximal effect. This is a subset; the hit share may differ from the screen's.
SMILES,Pf Dd2 inh
CCCSc1ncc(Cl)c(C(=O)Nc2ccc(S(=O)(=O)N(C)c3ccccc3)cc2)n1,i
CC(=O)N1CC(CO)C2(CCN(C(=O)c3ccc(Br)cc3)CC2)C1 (stereo not given),22.7%
O=C(c1ccco1)N1CC[C@@H]2[C@@H](CCC(=O)N2CCC2=CCCCC2)C1,-22.1%
COCc1cc(=O)n(CC(=O)Nc2ccc(Br)cc2F)c(N2CCOCC2)n1,6.9%
CN1CCC(N2CC3(CCC2=O)CCN(C(=O)c2ccccn2)CC3)C1 (stereo not given),-15.6%
O=C(Cn1nc2c(cc1=O)CCCCC2)Nc1ccc(C(F)(F)F)cc1,u
CC(C)NC(=O)CN1C(=O)CCn2nc(-c3cn(C)c4ccccc34)cc21,53.4%[activator]
O=C(N[C@@H](Cn1ccc(=O)[nH]c1=O)C(=O)O)C1CC1,3.0%[44.1 µM]
COc1cccc(C(=O)Nc2ccc3c(c2)CCCN3C(=O)c2cccs2)c1OC,-15.5%
COc1ccc(CCNC(=O)c2ccc3c(c2)N(Cc2cccc(C)c2)C(=O)c2ccccc2S3(=O)=O)cc1OC,i
O=C(Nc1cccc2cccnc12)c1ccc(F)cc1,15.4%
COc1cccc(NC(=O)/C(C#N)=C/c2c(C)n(Cc3ccc(Cl)cc3)c3ccccc23)c1,u
Fc1cccc(-c2cnc([C@@H]3COCCN3Cc3ccc(Cl)cc3)[nH]2)c1,u
COCCOCc1nc(C2CCCCN2C(=O)c2ccc(OC)c(OC)c2)no1 (stereo not given),-9.2%
CSc1ccc(-c2ccc3c(c2)C(=O)N2CC[C@H](NC(=O)C4CCCC4)[C@H]2C(=O)N3)cc1,i
Cc1nc(-c2ccc(N(C)C)cc2)cc([C@H]2CN3CC[C@H]2C[C@@H]3COC(=O)Nc2ccc(C(C)C)cc2)n1,3.98µM*
CCN1C(=O)CN(C(=O)c2cccc(C)c2)CC12CCOCC2,u
O=C(Nc1cccc(F)c1)Nc1ccc2n(c1=O)C[C@H]1C[C@@H]2CN(C(=O)c2ccc(F)cc2)C1,u
COCCCNC(=O)C(NC(=O)c1ccccc1C)C1CCN(C(=O)c2ccc(OC)cc2)CC1 (stereo not given),3.6%
Cc1cc(OCC(=O)N(Cc2ccc(N(C)C)cc2)CC2CCCO2)ccc1Cl (stereo not given),-8.8%
CCOc1cc(C(Nc2cc(C)ccn2)c2ccc3cccnc3c2O)ccc1OC (stereo not given),u
CN(C)c1ccc(-c2nnnn2[C@H]2CO[C@H]3[C@@H]2OC[C@@H]3NS(=O)(=O)c2cccc3cccnc23)cc1,i
COc1ccc(CCc2nc3nccc(-c4ccco4)n3n2)cc1,-17.6%
O=C(CC1CCOCC1)NCc1ccccc1F,7.1%

# No new results follow: an excerpt of the list.
SMILES,Pf Dd2 inh
COc1cccc(C(=O)Nc2ccc3c(c2)CCCN3C(=O)c2cccs2)c1OC,-15.5%
COc1ccc(CCNC(=O)c2ccc3c(c2)N(Cc2cccc(C)c2)C(=O)c2ccccc2S3(=O)=O)cc1OC,i
O=C(Nc1cccc2cccnc12)c1ccc(F)cc1,15.4%
COc1cccc(NC(=O)/C(C#N)=C/c2c(C)n(Cc3ccc(Cl)cc3)c3ccccc23)c1,u
Fc1cccc(-c2cnc([C@@H]3COCCN3Cc3ccc(Cl)cc3)[nH]2)c1,u
COCCOCc1nc(C2CCCCN2C(=O)c2ccc(OC)c(OC)c2)no1 (stereo not given),-9.2%
CSc1ccc(-c2ccc3c(c2)C(=O)N2CC[C@H](NC(=O)C4CCCC4)[C@H]2C(=O)N3)cc1,i
Cc1nc(-c2ccc(N(C)C)cc2)cc([C@H]2CN3CC[C@H]2C[C@@H]3COC(=O)Nc2ccc(C(C)C)cc2)n1,3.98µM*
CCN1C(=O)CN(C(=O)c2cccc(C)c2)CC12CCOCC2,u
O=C(Nc1cccc(F)c1)Nc1ccc2n(c1=O)C[C@H]1C[C@@H]2CN(C(=O)c2ccc(F)cc2)C1,u
COCCCNC(=O)C(NC(=O)c1ccccc1C)C1CCN(C(=O)c2ccc(OC)cc2)CC1 (stereo not given),3.6%
Cc1cc(OCC(=O)N(Cc2ccc(N(C)C)cc2)CC2CCCO2)ccc1Cl (stereo not given),-8.8%
CCOc1cc(C(Nc2cc(C)ccn2)c2ccc3cccnc3c2O)ccc1OC (stereo not given),u

# Continuation.
SMILES,Pf Dd2 inh
O=C(c1cccc(O)c1)N1CCC2(CC1)Nc1ccccc1NC2=O,8.2%
CCc1ccc(CN(Cc2ccco2)c2cnc(S(C)(=O)=O)nc2C(=O)Nc2ccc(C)c(Cl)c2)cc1,u
COc1cccc(-c2cc3c(=O)n(CCNC(=O)c4ccccn4)ccn3n2)c1,u
O=C(NCCc1ccccc1)N(C1CCOCC1)C1CCN(Cc2cccnc2)CC1,i
COc1ccccc1CNC(=O)C(C)C1CCOCC1 (stereo not given),15.7%
CC(=O)OC1=C(C(C)=O)N(Cc2ccccc2)S(=O)(=O)c2ccccc21,-7.8%
O=C1NCCOCCN(S(=O)(=O)c2cccc3nsnc23)[C@@H]2CCCC[C@H]12,-22.5%
Cc1ccc(C(=O)N2CCC(N3C(=O)C4(CCCCC4)C3c3ccncc3)CC2)s1 (stereo not given),u
O=C(Nc1nc2nc(-c3ccccc3)cc(=O)n2[nH]1)c1ccc(Cl)cc1,-6.6%
CN(CC1(C)CCOCC1)C(=O)c1ccc(C#N)cc1,10.5%
CCC1=C(C(=O)OC)C(c2ccc(OC)cc2)N2C(CC(=O)NCC3CC3)=CSC2=N1 (stereo not given),u
COc1ccc(-c2noc(-c3cccn3CC(=O)N(C)c3ccc(F)cc3)n2)cc1F,u
Cn1c(CN2CCOCC2)nnc1C1CCN(c2ncccc2C#N)CC1,5.9%
COc1ccc(CNC(=O)c2c3c(nc4ccccc24)C(=O)N(C2CCCCC2)C3)cc1,i
COCCN1C(=O)CO[C@H]2CN(C(C)C)C[C@H]21,-17.8%[44.1 µM]
O=c1c(S(=O)(=O)c2cccc(Cl)c2)cn(Cc2ccccc2)c2cc(N3CCOCC3)c(F)cc12,u
CCOC(=O)c1cc(-c2ccccc2)n(CC(=O)Nc2cc(Cl)c(OC)cc2OC)c1C,i
COc1ccc(-c2cc(-c3cccnc3OC)cn3cncc23)cc1,u
CN(Cc1cccn1C)C(=O)c1ccccc1,-16.4%[44.1 µM]
COCC(=O)N1CCCC(C(=O)NCc2ccc3nsnc3c2)C1 (stereo not given),-0.1%
COc1ccccc1CNC(=O)c1cc(-c2ccccc2)n[nH]1,-34.8%
Cc1ccc2c(c1)c(=O)c(C(=O)c1ccccc1)cn2Cc1ccccc1F,12.6µM*
CCOc1ccccc1NC(=O)Cn1c(=O)n(Cc2ccccc2)c(=O)c2cccnc21,i
O=C(NCCCN1CCOCC1)c1ccc2c(c1)N(S(=O)(=O)c1ccccc1F)CC2,u
CN(C)C(=O)c1cccnc1OC1CCN(C(=O)c2ccoc2)C1 (stereo not given),-10.0%
COCCCNC(=O)N1Cc2ccccc2OC2(CCN(C(C)C)CC2)C1,i
CN1CCN(c2nc3c(c(=O)[nH]2)CCN(Cc2cc(F)cc(F)c2)CC3)CC1,i[5.79 µM]
CS(=O)(=O)c1ccc(-c2cnc([C@@H]3COCCN3Cc3ccccc3O)[nH]2)cc1,i
Cn1cc(CNC(=O)C[C@@H]2C[C@H]3O[C@H](CNC(=O)Nc4cccs4)[C@@H](O)[C@H]3O2)cn1,13.5%
CSc1ccccc1-c1nc(C2CCOC2)no1 (stereo not given),-3.9%
C[S+](=O)([O-])N1CCC2(C1)N=C(c1ccccn1)C(=O)N2 (stereo not given),16.7%[44.1 µM]
O=C(NC1CCN(c2cc(-c3cccs3)[nH]n2)CC1)c1ccccc1F,i
CCS(=O)(=O)N1CCc2cc(C(=O)Nc3ccc(C(=O)OC)cc3)ccc21,i
CCC(C)NC(=O)C1COC2(CCN(C(=O)c3ccc(F)cc3F)CC2)N1C(=O)c1ccccc1 (stereo not given),u
COc1ccccc1C1CC(=O)N(c2cccc(C(F)(F)F)c2)C2=C1C(=O)OC2 (stereo not given),i
COC(=O)[C@@H](C)NC(=O)[C@H]1CN(C(C)=O)CCN1S(C)(=O)=O,6.9%[44.1 µM]
Cc1ccc(CCC(=O)N2C[C@@H](CN3CCOCC3)[C@@H](CO)C2)cc1,-7.3%
Cc1nc([C@H]2CCN(CC(C)C)C[C@H]2NC(=O)C2CCOCC2)n[nH]1,33.0%[activator]
Cc1cc(C)cc(NC(=O)CCS(=O)(=O)c2cc3c4c(c2)CCN4C(=O)CC3)c1,i
COC1CN(c2ccc(C)cc2)C12CCN(C(=O)c1sc(C)nc1C)CC2 (stereo not given),-14.8%
C[S+](=O)([O-])c1ccc(-c2ncc3c(n2)OCCN(Cc2ccc(F)cc2F)C3=O)cc1,i
Cn1nc(C(=O)NCC2(C)CCOCC2)c2ccccc21,35.0%[activator]
Cc1noc(C)c1C(=O)N1CC(c2nc(CCc3ccccc3)no2)C1,-4.2%
COc1ccccc1N1CCN([C@H]2[C@@H]3OC[C@@H](O3)[C@@H](NCc3ccc(-c4ccccc4)cc3)[C@@H]2O)CC1,u
CCN(CC)C(=O)Cn1c(SCC(=O)Nc2ccc(F)cc2)nc2ccccc21,i
CCOC(=O)c1c(NC(=O)c2nc(SC(C)C)ncc2Cl)sc2c1CCCC2,44.7%[activator]
O=C(NCc1nnc2n1C(C(=O)N1CCCC1)CC2)c1ccc(Cl)cc1Cl (stereo not given),7.4%
CC(=O)N1CCC(N2C[C@H](O)C[C@H]2c2nc(-c3ccccn3)no2)CC1,-21.3%[44.1 µM]
COc1ccc2oc(=O)c(C(=O)N3CCN(c4cc(Cl)ccc4Cl)CC3)cc2c1,1.6%
CNC(=O)[C@@H]1CN(C(=O)Cc2ccc(Br)cc2)C[C@H]1CO,12.9%
CCCCN(CC)C(=O)c1cc2c(=O)n3cccc(C)c3nc2s1,i
COc1ccc2[nH]c3c(c2c1)CCN(C)C31CCN(C(=O)c2cccn2C)CC1,-14.1%
COc1cccc(CN2CCCCCCNC(=O)[C@@H]3C[C@@H](C(=O)NCCc4cnc[nH]4)C[C@@H]32)c1,u
COc1ccc(-n2ccn(Cc3ccccc3Cl)c(=O)c2=O)cc1OC,58.9%[activator]
Cc1ccc(C(=O)N2CCC3(C2)C(=NC2CCCC2)NC(=O)N3c2cccnc2)cc1 (stereo not given),18.5%
Fc1cccc(CN2CCC(Oc3ccc(-c4noc(C5CC5)n4)cc3)C2)c1 (stereo not given),46.4%[5.79 µM]
CC(C)(C)CC(=O)Nc1nc2c(s1)C[C@@H]1[C@](C)(CO)[C@H](O)CC[C@@]1(C)[C@@H]2CC(=O)N1CCC(C(N)=O)CC1,u
COc1ccc(C2(C(=O)N3CCC(Oc4ccc(-c5noc(C)n5)cc4)C3)CC2)cc1 (stereo not given),i[5.79 µM]
CC(C)(C)c1ccnc(N[C@H]2CO[C@H]3[C@@H]2OC[C@@H]3NC(=O)NCc2ccccc2)n1,5.01µM*
Nc1nonc1-c1nc2ccccc2n1Cc1ccc(Br)cc1,0.6%

# Carrying on:
SMILES,Pf Dd2 inh
FC(F)(F)Oc1ccc(-c2cnc([C@@H]3COCCN3C3CCOCC3)[nH]2)cc1,u
COc1ccc(CNC(=O)C[C@@H]2C[C@H]3O[C@H](CNC(=O)NC(C)C)[C@@H](O)[C@H]3O2)cc1,-10.7%[44.1 µM]
COc1cccc(C(=O)NCC2(COc3ccc(S(C)(=O)=O)cc3)C[C@@H](O)[C@@H](O)C2)c1 (stereo not given in full),-10.5%
Cc1ccc(C(=O)N2CCC(C3CCN(Cc4cccc(F)c4F)CC3)C2)cn1 (stereo not given),i
CCOC(=O)c1c(NC(=O)COc2ccc(C(C)(C)C)cc2)sc2c1CCCC2,u
COc1ccc(-c2nc3cnccn3c2NCCC(=O)N2CCCC(C)C2)cc1 (stereo not given),i
Cc1cccc(-c2nnn3c2nc(NCc2ccccc2)c2ccccc23)c1,5.7%
COc1cccc(N2CC(NC(=O)C(c3ccccc3)c3ccccc3)CC2=O)c1 (stereo not given),i
COCCN(Cc1cnc(-c2cccc(C)c2)nc1)Cc1cccs1,-28.4%
COCc1cc(=O)n(CC(=O)NCc2ccc(OC)cc2)c(N2CCOCC2)n1,i
CCCCC(CC)CNC(=O)CCCc1nnc2n(CCC)c(=O)c3sccc3n12 (stereo not given),u
Cc1ccc2c(CNCc3cccs3)c(C(=O)O)n(Cc3ccc(F)cc3)c2c1,-1.4%
CC1(C)Cc2cc(CNC(=O)c3cccc(C4CCNC4)c3)ccc2O1 (stereo not given),u
Cc1ccc(-n2ccn(CC(=O)c3ccc(F)cc3)c(=O)c2=O)cc1C,-5.5%
COc1cc2c(cc1OC)C(C[C@H]1CN(C(=O)C(=O)O)CC[C@H]1CC(=O)O)=NCC2,-18.6%[44.1 µM]
CN(C)c1ccc(CNC(=O)C2CCN(S(=O)(=O)c3cn(C)cn3)CC2)cc1,58.7%[activator]
CCC(=O)N1CCCc2cc(S(=O)(=O)N3CCC(C(=O)Nc4ccc(C#N)cc4)CC3)ccc21,u
CC1=C[C@@H](CNC(=O)C(C)(C)C)[C@H](C(C)C)C[C@H]1CC(=O)N1CCN(c2ccccn2)CC1,-5.6%
NC1CCCCN(Cc2cc3ccccc3o2)C1 (stereo not given),u
Cc1cc(C)n(-c2nc3ccccc3nc2N2CCN(c3cccc(C)c3C)CC2)n1,1.0%
CCC(=O)N1CCN(C2CCN(Cc3cccnc3)C2=O)CC1 (stereo not given),-3.4%
COc1ccc(-c2ccc3c(N)c(C(=O)Nc4ccc(C(F)(F)F)cc4)sc3n2)cc1OC,i
COCc1ccc2c(c1)c(OC(C)(C)C(N)=O)nn2Cc1cccc(OC)c1,u
O=C1COCC2(CN1)CN(C(=O)c1ccc(Cl)cc1)C2,-11.6%[44.1 µM]
Cc1nc(-c2cccc(Cl)c2)n(Cc2nc(-c3ccccc3)oc2C)c(=O)c1CCO,i
CC(C)C(=O)N1CCCC(c2noc(COc3ccccc3F)n2)C1 (stereo not given),4.7%
COc1ccc(CC(=O)N2Cc3ccccc3CC3(CCCN(C)C3)C2)cc1 (stereo not given),u
